STK33 inh: inhibitors of human STK33 kinase | Q9BYT3 | AID 2661 | purified STK33, MBP phosphorylation, ADP-Glo luminescence | inhibition, % at 10 µM | 320,000 compounds, 0.073% hits;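 active = inhibition at or above 25%, using the most active replicate where run in duplicate; inactive = inhibition below 25%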
Target sequence (Q9BYT3 whole entry, looked up): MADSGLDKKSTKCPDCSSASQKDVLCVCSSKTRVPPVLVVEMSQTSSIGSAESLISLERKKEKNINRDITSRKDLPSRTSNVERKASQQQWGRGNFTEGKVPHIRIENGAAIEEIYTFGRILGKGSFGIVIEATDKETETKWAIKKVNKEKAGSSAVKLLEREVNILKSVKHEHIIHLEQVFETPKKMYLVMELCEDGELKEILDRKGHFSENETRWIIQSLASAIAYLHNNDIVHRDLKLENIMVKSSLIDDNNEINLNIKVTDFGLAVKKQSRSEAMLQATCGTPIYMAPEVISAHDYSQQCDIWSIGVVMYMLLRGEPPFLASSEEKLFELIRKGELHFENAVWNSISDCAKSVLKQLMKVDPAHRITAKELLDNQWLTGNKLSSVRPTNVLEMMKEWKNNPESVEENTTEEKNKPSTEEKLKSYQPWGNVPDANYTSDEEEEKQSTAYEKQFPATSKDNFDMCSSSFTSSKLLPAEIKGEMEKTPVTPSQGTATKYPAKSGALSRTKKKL
OX1R antag-1: human HCRTR1 antagonism. O43613. CHO/OX1R cells, Fluo-8 calcium fluorescence, orexin A. inhibition, % at 5 µM. 330,000 compounds, 0.43% hits. AID 434989;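 active = inhibition above its plate's threshold, mean inhibition of all tested compounds on the plate plus 3 SD, cut at about 37% in these data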;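 also: 0% = orexin A challenge wells and 100% = SB-334867-A antagonist wells; not every result past the cut was called active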
Target sequence (O43613 whole entry, looked up): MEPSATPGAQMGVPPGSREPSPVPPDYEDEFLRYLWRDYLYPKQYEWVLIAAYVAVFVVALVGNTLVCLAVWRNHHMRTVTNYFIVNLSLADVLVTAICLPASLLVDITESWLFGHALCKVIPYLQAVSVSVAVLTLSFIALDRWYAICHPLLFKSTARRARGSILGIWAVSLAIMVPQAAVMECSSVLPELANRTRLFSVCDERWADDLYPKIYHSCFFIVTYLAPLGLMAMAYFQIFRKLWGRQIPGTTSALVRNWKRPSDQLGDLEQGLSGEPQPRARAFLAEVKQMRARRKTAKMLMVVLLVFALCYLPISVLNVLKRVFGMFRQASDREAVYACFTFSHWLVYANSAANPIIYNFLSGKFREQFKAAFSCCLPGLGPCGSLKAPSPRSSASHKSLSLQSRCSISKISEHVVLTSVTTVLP
OX1R antag-2: blocks the human orexin 1 receptor. O43613. OX1R-expressing cells, FRET antagonist read-out. inhibition, % at 6.6 µM. 330,000 compounds, 1.8% hits. AID 485270; in the data active = inhibition mostly above about 38%, no sharp cut-off; inactive = mostly below about 40%;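 also: 0% = agonist challenge alone and 100% = reference antagonist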
Starred values were filed as active, the others as inactive; / = no result given.

SMILES	STK33 inh	OX1R antag-1	OX1R antag-2
C/C(=N/NC(=O)C1CC1(c1ccccc1)c1ccccc1)c1ccco1 (configuration not stated)	-0.9	-41	6
Cc1cc(NC(=O)C(Cl)c2ccccc2)no1 (configuration not stated)	-2.0	-10	-7
COc1cc(CC(NC(C)=O)C(=O)NC2CCN(C(=O)c3ccc(C)cc3)CC2)cc(OC)c1 (configuration not stated)	-1.3	4	6
Cc1ccccc1C(=O)NNC(=O)CN1C(=O)c2ccccc2C1=O	-1.1	-21	8
CCc1nnc(NC(=O)CCC(=O)Nc2ccc(Cl)cc2)s1	-1.3	-18	4
O=S(=O)(Nc1ccccc1)c1ccc(Oc2ncc(C(F)(F)F)cc2Cl)cc1	-1.1	88*	47*
CCOC(=O)C1=CN(Cc2cccc(F)c2)S(=O)(=O)N(C)C1c1ccc(F)c(Cl)c1 (configuration not stated)	/	19	13
Nc1c(C(=O)Nc2ccccc2)c2nc3ccccc3nc2n1-c1ccc(O)cc1	-1.2	5	11
CCCn1nnc(NC(=O)c2ccco2)n1	-1.3	14	3
Cc1cc(C)n(CCSCC(=O)O)n1	-0.3	4	-5
Cc1ccc2c(c1)sc1ncc(NC(=O)c3ccc(F)cc3)c(=O)n12	-1.4	-9	0
COc1ccc(-c2[nH]ncc2CNCC(C)(C)N2CCOCC2)cc1F	-1.3	-12	7
O=C(Nc1ccccc1Br)C1CCN(S(=O)(=O)c2cccs2)CC1	-1.4	-11	7
CC(C)(C)c1ccc(S(=O)(=O)N2CCSC2)cc1	-0.9	13	8
CCN(CC)S(=O)(=O)c1cc(C(=O)N=c2sccn2C)ccc1OC	-2.4	-12	16
COc1ccc(OC)c(NC(=O)c2nc(S(=O)(=O)Cc3ccccc3)ncc2Cl)c1	0.7	25	21
COc1ccc(C(=O)NC(=S)NNC(=O)c2ccc(NC(=O)C(C)C)cc2)cc1	0.5	-2	-1
Cc1noc(C)c1C(=O)OCC(=O)Nc1ccccc1C(=O)NC(C)c1ccccc1 (configuration not stated)	0.1	-16	13
O=C(N/N=C/c1ccc(OC(=O)c2ccco2)cc1)c1ccccn1	1.0	-20	13
COc1ccccc1C1C(C(=O)c2ccco2)=C(O)C(=O)N1c1cc(C)on1 (configuration not stated)	-3.0	-5	10
O=C(c1ccc(S(=O)(=O)N2CCOCC2)cc1)N1CCN(c2cccc(Cl)c2)CC1	0.8	0	5
O=C(NNC(=S)NCCCN1CCOCC1)c1ccncc1	0.6	-6	2
COc1ccc(C2=NCC(CSc3nnc(-c4ccc5c(c4)OCO5)o3)S2)cc1 (configuration not stated)	-1.1	47*	14
CCC(COC(C)=O)Nc1nc2c([nH]1)c(=O)n(C)c(=O)n2C (configuration not stated)	2.0	1	6
CCCCN(C(=O)/C=C/c1ccco1)c1c(N)n(Cc2ccccc2)c(=O)[nH]c1=O	0.9	-25	11
Further records follow.
SMILES	STK33 inh	OX1R antag-1	OX1R antag-2
O=C(O)/C(=C\c1ccccc1Cl)c1ccc(S(=O)(=O)N2CCCCC2)s1	-0.1	0	1
COC(=O)c1sc2nc[nH]c(=O)c2c1C	1.2	-4	19
Cc1ccc(C)c(C(=O)N(C)CC(=O)Nc2ccccc2C(F)(F)F)c1	-1.3	-11	-1
O=C(NCc1ccccc1Br)c1cccc2c1C(=O)c1ccc(N3CCC(Cc4ccccc4)CC3)cc1S2(=O)=O	1.9	-10	-2
N#Cc1nc(COc2ccccc2F)oc1N1CCCCCC1	-2.0	-23	29
O=C(/C=C1\SC(=O)N(CC(=O)Nc2ccc(Cl)cc2)C1=O)Nc1ccc(F)cc1	0.7	-12	10
COc1cc(/C=C2\SC(c3ccc(C)cc3)=NC2=O)ccc1O	11	3	18
COC(=O)c1ccc(CN2CCCC(CO)(Cc3ccc(F)cc3F)C2)cc1 (configuration not stated)	-4.1	-18	13
CCN(CC)c1ccc(/C=C(\C#N)C(N)=S)cc1	1.0	10	19
O=C(CCc1nnc(CCCCc2ccccc2)o1)NC1CCCC1	-0.7	-6	13
CCOc1ccc(NC(=O)CSCc2cnn(-c3ccccc3)c2-n2cccc2)cc1	-1.0	-37	76*
CCO[C@@H]1OC(C(=O)NCc2nc3ccccc3[nH]2)=C[C@H](c2ccccc2)[C@H]1CCCO	-0.5	-28	19
O=C1CCCN1Cc1ccccc1	-1.8	0	4
COC(=O)C(C(=O)OC)c1ncccc1[N+](=O)[O-]	-2.0	-2	14
CC(=O)NCc1ccc(S(=O)(=O)N/N=C/c2ccc(Br)cc2)cc1	-0.2	-4	4
O=C(Nc1cccc(C(F)(F)F)c1)c1cc2c(=O)c3ccccc3oc2nc1C(F)(F)F	0.5	-27	3
COc1cc(C2C(C(=O)c3ccc(C)o3)=C(O)C(=O)N2Cc2cccnc2)ccc1O (configuration not stated)	-0.6	7	36
Cc1ccc(Nc2[nH]c(=O)c3ccccc3c2C(=O)c2ccccc2)cc1	0.0	-14	8
CCOC(=O)CSc1nnnn1-c1cc(OC)c(Cl)cc1OC	-1.6	-3	0
O=C(CSc1nnc(Cn2c(=O)sc3ccccc32)n1-c1ccccc1)N1CCOCC1	-0.3	2	9
O=C(COC(=O)CSc1ccc(F)cc1)NCC1CCCCC1	-1.4	4	11
CON/C=C(\C=Nc1ccc(Cl)cc1Cl)c1ncc(C(F)(F)F)cc1Cl	-0.1	-9	7
CN(C)C(=O)c1cc2cc([N+](=O)[O-])ccc2s1	0.1	-7	120*
N#C/C(=C\c1cccc(O)c1)c1nc2ccccc2o1	3.9	-11	21
O=C(C[C@H]1C[C@H](C(=O)N2CCOCC2)[C@@]2(CCC3CCCC3)c3[nH]c4cc(-c5ccco5)ccc4c3CCN2C1=O)NCCN1CCOCC1	/	-3	8
Carrying on.
SMILES	STK33 inh	OX1R antag-1	OX1R antag-2
O=S(=O)(c1ccc(OCC(O)CN2CCN(c3ccccc3Cl)CC2)cc1)N1CCOCC1 (configuration not stated)	0.9	-14	9
O=C(CN1CCS(=O)(=O)CC1)NNC(=O)C1CCCCC1	-0.1	-7	11
O=c1[nH]c2ccccc2cc1CN(CC1CCCO1)S(=O)(=O)c1ccccc1 (configuration not stated)	-0.9	-28	13
Cc1ccc(C(=O)COC(=O)C2C3C=CC(C3)C2C(=O)OCC(=O)c2ccc(C)c(C)c2)cc1C (configuration not stated)	-2.4	-7	4
COc1cc(CN2CCN(C(=O)CC(C)C)CC2)cc(OC)c1O	-1.7	-2	13
O=C(Nc1ccc(F)cc1)Nc1csc2ccccc12	-1.0	18	29
O=C(Sc1ccc(Cl)cc1)c1cccc(Cn2cc(C(F)(F)F)ccc2=O)c1	-0.5	-5	2
CC(C)(C)NC(=O)C1N(c2cccnc2)C(=O)C2C(C(=O)Nc3ccccc3)C3(C)C=CC21O3 (configuration not stated)	0.6	-17	6
O=C(Cn1ccc(NC(=O)OCc2ccccc2)nc1=O)NCc1ccccn1	-0.3	-18	5
CC(=O)c1sc(NC(=O)CSCc2c(C)noc2C)nc1-c1ccccc1	-0.3	4	20
O=C(NCc1ccc(F)cc1)C(=O)NCC1OCCN1S(=O)(=O)c1cccs1 (configuration not stated)	-0.3	-14	-3
COCCCNC(=O)Cn1ncc2c(=O)oc3ccccc3c21	-1.9	-7	14
Cc1cc(C)nc(N/N=C/c2cn[nH]c2-c2ccc(F)cc2)n1	1.8	3	24
Cc1ccc(OCC(=O)NCCNC(=O)COc2ccc(C)cc2)cc1	0.4	-7	22
CCOC(=O)c1c(C)oc2c1c(C=NCCC(=O)O)c(O)c1ccccc12	2.1	-29	75
O=C(Nc1cccc(/C=C/c2ccccn2)c1)c1cc(Cl)ccn1	-1.8	-13	80*
COc1ccc(CCNC(=O)COc2ccc(N(C)S(=O)(=O)c3ccc(C)cc3)cc2)cc1OC	-0.6	-22	35
Cc1ccc(S(=O)(=O)NNC(=O)Nc2ccc([N+](=O)[O-])cc2)c(C)c1	-0.4	-27	15
COCCCNS(=O)(=O)c1ccc(Cl)c(C(F)(F)F)c1	0.7	-17	7
COc1cc(OC)c(C(=O)OCN2C(=O)c3ccccc3C2=O)cc1OC	0.3	-20	4
CCN1CCN(C2CC(=O)NC2=O)CC1 (configuration not stated)	-1.7	-12	15
S=C(Nc1ccc(Oc2ccccc2)cc1)NC1CCCC1	-2.2	-9	6
Cc1cccc(COCCN2CCN(S(=O)(=O)c3ccccc3)CCC2=O)c1	1.4	-23	24
CN(C)S(=O)(=O)c1cccc(C(=O)NCc2ccco2)c1	-1.0	-6	-3
O=C(COc1ccc2ccc(=O)oc2c1)NC1CCCCC1	-0.7	-8	0
Later entries
SMILES	STK33 inh	OX1R antag-1	OX1R antag-2
O=C(Nc1ccc(NC(=O)c2ccco2)cc1)c1ccc2c(c1)OCO2	-1.2	-14	23
CNC(=O)C1CC(=O)N(CCc2ccc(OC)cc2)C(=Nc2ccc(OC)cc2)S1 (configuration not stated)	-0.6	-3	10
CCc1ccc(CN(C)CC(=O)Nc2ccccc2[N+](=O)[O-])cc1	3.4	-28	25
COc1ccc(CC(NC(C)=O)C(=O)NC2CCN(c3c4c(nc5ncnn35)CCC4)CC2)cc1OC (configuration not stated)	-1.5	0	-4
COc1ccc(CC(=O)N(Cc2ccccc2)c2ccccc2)cc1S(=O)(=O)N1CCOCC1	0.7	-7	58*
NCCCCCc1nnc(SCC(=O)Nc2cccc(Cl)c2)o1	-0.3	8	1
CCCSC1=N/C(=C\C=C\c2ccco2)C(=O)S1	0.0	-10	12
COC(=O)c1cc(CNC(=O)c2sccc2-c2ccccc2)ccc1OC	-0.5	6	31
CNS(=O)(=O)c1ccc(N2CCCC2)c([N+](=O)[O-])c1	-1.5	-6	11
COc1ccc(NC(=O)Cn2nc(C(F)(F)F)c3c2CCCC3)c(OC)c1	0.6	-29	5
CCC(C)(C)NC(=O)COc1ccc(C(=O)c2ccccc2)cc1	0.9	-5	37
COc1cccc(-n2c(Cc3cc(=O)[nH]c(=O)[nH]3)nnc2SCc2cccnc2)c1	-0.5	3	6
O=C(Nc1nc(-c2ccco2)c(-c2ccco2)s1)c1c(F)cccc1Cl	0.1	19	2
COC(=O)[C@@H]1C[C@@]2(O)[C@H](O)[C@H](O)[C@H](O)C[C@H]2N1Cc1cccc2ccccc12	-0.5	-3	15
Cc1nnc(SCC(=O)NC(C)(C)C)n1C1CCCCC1	-1.4	-14	5
N#C/C(=C(/O)c1ccc([N+](=O)[O-])cc1)c1nc2ccccc2[nH]1	-0.8	-12	7
Cc1ccc(-n2nc3c(=O)n(CC(=O)NC4CCCCC4)nc(C)c3c2C)cc1	-1.1	-29	2
CC(C)(C)n1nc(Cc2cccc3ccccc23)c(C#N)c1N	-3.1	-4	14
COCCn1nnnc1C(C(C)C)N(Cc1cccnc1)Cc1cc2cc(OC)ccc2[nH]c1=O (configuration not stated)	-1.1	-19	16
Cc1ccc(C)c(S(=O)(=O)NCC(=O)Nc2sc3c(c2C(N)=O)CCC(C)C3)c1 (configuration not stated)	0.3	-10	13
COc1ccc(N2CCN(C(=O)CNS(=O)(=O)c3ccc(C)cc3)CC2)cc1	0.4	-30	47
Cc1ccc(-c2nnc(SCC(=O)NCC3CCCO3)n2C)cc1 (configuration not stated)	-0.8	-7	9
Cn1c(SCC(=O)N2CCOCC2)nc(O)cc1=O	-1.0	-7	23
FC(F)(F)c1cccc(NC(=S)N(CCCN2CCCC2)Cc2cccn2Cc2ccc(Cl)cc2)c1	0.1	13	11
Cc1ccc(-c2csc3ncnc(-n4nnc5ccccc54)c23)cc1C	-0.7	-49	20

Some of the entries so far, with two lines to a compound.
Each structure is followed by: STK33 inh	OX1R antag-1	OX1R antag-2
C/C(=N/NC(=O)C1CC1(c1ccccc1)c1ccccc1)c1ccco1 (configuration not stated)
 : -0.9	-41	6
Cc1cc(NC(=O)C(Cl)c2ccccc2)no1 (configuration not stated)
 : -2.0	-10	-7
COc1cc(CC(NC(C)=O)C(=O)NC2CCN(C(=O)c3ccc(C)cc3)CC2)cc(OC)c1 (configuration not stated)
 : -1.3	4	6
Cc1ccccc1C(=O)NNC(=O)CN1C(=O)c2ccccc2C1=O
 : -1.1	-21	8
CCc1nnc(NC(=O)CCC(=O)Nc2ccc(Cl)cc2)s1
 : -1.3	-18	4
O=S(=O)(Nc1ccccc1)c1ccc(Oc2ncc(C(F)(F)F)cc2Cl)cc1
 : -1.1	88*	47*
CCOC(=O)C1=CN(Cc2cccc(F)c2)S(=O)(=O)N(C)C1c1ccc(F)c(Cl)c1 (configuration not stated)
 : /	19	13
Nc1c(C(=O)Nc2ccccc2)c2nc3ccccc3nc2n1-c1ccc(O)cc1
 : -1.2	5	11
CCCn1nnc(NC(=O)c2ccco2)n1
 : -1.3	14	3
Cc1cc(C)n(CCSCC(=O)O)n1
 : -0.3	4	-5
Cc1ccc2c(c1)sc1ncc(NC(=O)c3ccc(F)cc3)c(=O)n12
 : -1.4	-9	0
COc1ccc(-c2[nH]ncc2CNCC(C)(C)N2CCOCC2)cc1F
 : -1.3	-12	7
O=C(Nc1ccccc1Br)C1CCN(S(=O)(=O)c2cccs2)CC1
 : -1.4	-11	7

The list goes on.
SMILES	STK33 inh	OX1R antag-1	OX1R antag-2
CCOCC(=O)Nc1cc(C(=O)OC)cc(C(=O)OC)c1	2.1	-11	7
CC1(C)OC(=O)C(=NNc2ccccc2)C(=O)O1	-0.1	4	52
CCn1c(=O)cc(SCC(=O)NCc2cccnc2)c2ccccc21	0.9	-20	-3
C=CCOc1ccccc1CN1CCC(n2nccc2NC(=O)c2ccccc2)CC1	-1.6	-11	15
CCOc1ccc(NC(=O)Nc2ccc3nccnc3c2)cc1	-2.2	-21	38
COC(=O)c1ccc(SCC(=O)NC2CCCC2)c([N+](=O)[O-])c1	0.2	-14	47
Cc1ccc2[nH]c(=O)c(CC(=O)O)c(-c3ccccc3)c2c1	0.0	-10	17
Cc1ccc(Cl)cc1NC1=NC(=S)N(C(C)C)C12CCCCC2	1.5	-30	2
CCc1ccc(Oc2cc(C)nc(N)n2)cc1	-2.0	-3	8
CN(C)c1ccc(/C=C(\NC(=O)c2ccccc2)C(=O)NCc2cccnc2)cc1	-2.6	-15	15
